Bioassay records deposited in PubChem BioAssay by several laboratories.
NPR2 activator: GC-B (human) receptor activation | activation, % at 10 µM | actives 0.11% (n = 370,000) | P20594 | HEK293-GC-B cells, CNP EC30, cGMP TR-FRET; 0% at EC30 CNP, 100% saturating CNP | AID 1920062;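 active = activation at 10 µM reaching about 35% in either raw or pattern-adjusted values, limit read from the data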
Target sequence (P20594 whole entry, looked up): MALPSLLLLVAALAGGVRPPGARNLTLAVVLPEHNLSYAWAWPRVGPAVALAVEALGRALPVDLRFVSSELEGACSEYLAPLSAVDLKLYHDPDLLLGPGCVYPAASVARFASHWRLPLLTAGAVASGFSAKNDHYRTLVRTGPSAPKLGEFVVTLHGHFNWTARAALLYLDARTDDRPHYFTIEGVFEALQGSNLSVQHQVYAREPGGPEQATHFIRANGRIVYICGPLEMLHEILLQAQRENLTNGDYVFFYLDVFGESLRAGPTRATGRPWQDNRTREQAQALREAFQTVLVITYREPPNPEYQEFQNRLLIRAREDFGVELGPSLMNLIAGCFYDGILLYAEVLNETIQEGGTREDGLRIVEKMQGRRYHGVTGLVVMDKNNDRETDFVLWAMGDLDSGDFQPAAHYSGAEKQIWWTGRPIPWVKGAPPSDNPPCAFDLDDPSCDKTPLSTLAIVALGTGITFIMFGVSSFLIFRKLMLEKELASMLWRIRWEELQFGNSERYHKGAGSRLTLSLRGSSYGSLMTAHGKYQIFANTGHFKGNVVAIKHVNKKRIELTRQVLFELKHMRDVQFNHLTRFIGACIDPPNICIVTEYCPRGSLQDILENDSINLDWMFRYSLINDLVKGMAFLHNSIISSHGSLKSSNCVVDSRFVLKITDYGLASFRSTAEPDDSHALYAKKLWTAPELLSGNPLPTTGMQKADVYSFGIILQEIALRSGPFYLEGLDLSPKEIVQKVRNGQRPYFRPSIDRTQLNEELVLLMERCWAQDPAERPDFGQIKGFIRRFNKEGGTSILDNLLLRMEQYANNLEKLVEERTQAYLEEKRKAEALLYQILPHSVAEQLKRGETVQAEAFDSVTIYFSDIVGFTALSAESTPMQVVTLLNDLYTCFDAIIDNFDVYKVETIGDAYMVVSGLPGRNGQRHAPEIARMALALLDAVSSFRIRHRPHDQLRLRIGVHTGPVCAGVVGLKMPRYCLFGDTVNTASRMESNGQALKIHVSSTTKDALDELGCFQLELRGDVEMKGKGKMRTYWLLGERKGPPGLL
ssDAF-12 act: activators of S. stercoralis DAF-12 nuclear receptor | HEK293 ssDAF-12/GRIP1 lit1-tk-luc reporter, luminescence; % of 3 µM dafachronic acid response | activation, % at 6.8 µM | actives 1% (n = 370,000) | AID 652126;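 active = activation above the mean over all tested compounds plus 3 SD, cut at about 0.9% in these data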;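 also: 0% = DMSO-only wells and 100% = 3 µM delta7-dafachronic acid wells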
FXN GAA850 act: increases GAA850 frataxin promoter reporter activity; HEK293 lucGAA850 FXN promoter luciferase reporter, 24 h; percent of 10 µM SAHA response; activation, % at 6 µM; actives 0.56% (n = 360,000); AID 540364;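 active = activation above the average of all compounds screened plus 3 SD, cutoff fixed separately per campaign, cut at about 7.5% in these data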;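 also: 0% = DMSO wells and 100% = 10 µM SAHA wells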
SMARCA2 activ: SMARCA2 function activation, primary screen | MG213 cells, MMTV-luciferase reporter, dexamethasone, overnight | actives 1% (n = 370,000) | AID 652017 | activation, % at 9.1 µM; in the data active = activation above about 7.8%;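 also: 0% = vehicle wells and 100% = reference activator wells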
sPLA2-III inh: Blocks human group III sPLA2 activity. actives 0.56% (n = 370,000). AID 743126. QFRET BODIPY PC-A2 liposome hydrolysis, fluorescence. Q9NZ20. inhibition, % at 12.2 µM;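 active = inhibition above mean plus 3 SD of compounds lying within the high and low control bounds, cut at about 19% in these data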;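 also: 0% = median of test compound wells and 100% = no enzyme DMSO wells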
hcDAF-12 act: activators of H. contortus DAF-12 nuclear receptor. HEK293 hcDAF-12 lit1-tk-luc reporter, luminescence; 0% DMSO, 100% Δ7-dafachronic acid. actives 1.4% (n = 370,000). AID 652067. activation, % at 6.8 µM;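 active = activation above the mean of all tested compounds plus 3 SD, cut at about 5.5% in these data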;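 also: 100% = response to 3 µM Δ7-dafachronic acid high control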
DAX1 inh-1: NR0B1 (DAX1) inhibition. P51843. HEK293 Gal4-DAX1 luciferase reporter, luminescence. inhibition, % at 6.75 µM. actives 0.99% (n = 340,000). AID 504766;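 active = inhibition above the mean over all tested compounds plus 3 SD, cut at about 4.2% in these data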;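 also: 0% = DAX1-transfected cells with DMSO and 100% = empty-vector control cells with DMSO; inhibition shows as a rise in luminescence from relieved DAX1 repression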
DAX1 inh-2: inhibitors of DAX1 repression of SF-1 activated StAR promoter. HEK293T StAR-luciferase reporter, SF-1/DAX-1 repression relief. inhibition, % at 6.8 µM. actives 1.1% (n = 370,000). AID 652010;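 active = inhibition above the mean over all tested compounds plus 3 SD, cut at about 3.6% in these data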;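 also: 0% = DAX-1 cells with DMSO and 100% = cells lacking DAX-1 with DMSO; higher inhibition means more luminescence from relief of DAX-1 repression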
NPR1 activator: GC-A (human) enzyme activation; P16066; activation, % at 10 µM; AID 1671463; actives 0.14% (n = 370,000); HEK293 GC-A cells, cGMP TR-FRET, EC30 ANP; 0% at EC30 ANP, 100% saturating ANP; in the data active = activation above about 40%
hgDAF-12 ag: agonists of H. glycines DAF-12 nuclear receptor | AID 687014 | actives 1.8% (n = 370,000) | HEK293 GAL4-hgDAF12 UAS-luciferase reporter, agonist luminescence; normalized to butyrate control | activation, % at 6.8 µM;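 active = activation above a cutoff set at the mean of all screened compounds plus 3 SD, cut at about 10% in these data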;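 also: 0% = DMSO wells and 100% = sodium butyrate wells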
ADAM10 inh: inhibitors of human ADAM10; O14672; recombinant ADAM10, EDANS/DABCYL FRET peptide cleavage, 3 h; inhibition, % at 7 µM; actives 0.62% (n = 370,000);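 active = inhibition above a per-campaign cutoff equal to the mean of compounds falling between control-based bounds plus 3 SD, cut at about 20% in these data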;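 also: 0% = DMSO wells while the 100% control is not disclosed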
* = called active by the depositor; i = inactive; . = no result given. Rows were taken by chance, and some 6.6% of all compounds hit somewhere here.

Below each compound – NPR2 activator, ssDAF-12 act, FXN GAA850 act, SMARCA2 activ, sPLA2-III inh, hcDAF-12 act, DAX1 inh-1, DAX1 inh-2, NPR1 activator, hgDAF-12 ag, ADAM10 inh
CCC(=O)N1c2ccccc2NC2=C(C(=O)CCC2)C1c1ccccc1 (stereo not given)
  -2, -1.1, 1.6, -2, -1, -1.2, 0.3, -0.2, -3, 0.9, -6
C=CCOc1ccc(C(c2c(C)n(C)n(-c3ccccc3)c2=O)c2c(C)n(C)n(-c3ccccc3)c2=O)cc1
  4, -1.2, 0.4, -1, 0, 0.8, -1.2, 0.1, -1, -1.1, 8
COc1cc(NS(=O)(=O)c2ccc(NC(=S)NC(=O)c3ccccc3)cc2)nc(OC)n1
  4, -0.8, 1.4, -2, -8, -0.5, -0.9, 0.3, -1, 1.2, 7
CC(C)OC(=O)CSc1nnc(-c2cccnc2)n1Cc1ccccc1
  4, -1.2, 1.7, -1, -4, -1.0, -1.3, 0.3, 2, 3.0, -4
Cc1cc(NC(=O)CC(F)(F)F)n(-c2ccccc2)n1
  4, -1.4, 0.1, 0, -3, -1.2, -0.6, -0.2, 2, 1.5, 1
Cc1ccc(/C(O)=C2/C(=O)C(=O)N(c3ccccn3)C2c2ccc(F)cc2)cc1 (stereo not given)
  -5, 0.1, 1.6, 3, -16, -2.6, 0.3, 0.0, 6, 1.6, 4
Nc1nc2n(n1)C(c1cccs1)CC(c1ccccc1)N2 (stereo not given)
  -9, -1.8, 3.4, 1, 4, -1.9, -0.7, -0.2, -3, -0.9, -355
COc1cccc(-c2nnc(SCC(N)=O)n2-c2ccc(Cl)cc2)c1
  -17, -1.9, 0.8, -2, -3, -2.6, 0.0, -0.2, -33, 2.2, -6
Cc1n[nH]c(C)c1S(=O)(=O)N(CC(=O)N1CCc2ccccc21)c1ccc(C(C)C)cc1
  -2, -0.4, 1.6, -1, -7, 4.9, 3.1, -0.5, -6, 0.3, 7
O=C(Nc1ccccc1)N1CCCN(c2ccc(C(F)(F)F)cc2[N+](=O)[O-])CC1
  -6, -0.6, -0.1, -4, -2, -2.2, -1.4, -0.3, -4, -0.4, 3
CCN1C(=O)c2ccc(C(=O)NCc3ccc4c(c3)OCO4)cc2C1=O
  1, -1.4, -0.2, 0, 6, -0.2, -0.1, 1.6, 2, 0.4, 8
COc1ccc(C2CC(c3ccc4ccccc4c3)=NN2C(=O)CSc2ncccn2)cc1 (stereo not given)
  0, 0.0, 3.0, 2, 0, 3.1, -0.7, 0.9, 1, 7.1, -5
O=C(COC(=O)c1ccc(F)c(S(=O)(=O)N2CCOCC2)c1)NC1CC1
  -10, -1.2, 0.0, -2, 6, -0.6, 1.1, -0.5, 0, 1.9, -16
COc1ccccc1-c1cc(NC(C)=O)c2ncc(-c3ccc(S(C)(=O)=O)cc3)n2c1
  9, -1.2, 0.6, -2, 2, -2.6, ., -3.2, 6, -3.5, i
CS(=O)(=O)Nc1cccc(C2=NN(C(=O)c3cccc(F)c3)C(c3cccs3)C2)c1 (stereo not given)
  -6, -1.0, 1.7, 0, -34, -3.3, -0.6, -1.0, -16, -3.0, -2
CN(C)[C@@H]1CCN(c2cccc3c2S(=O)(=O)N(C2CC2)CCCO3)C1
  4, -1.1, ., -1, -2, 1.4, ., -1.1, 3, 2.0, -10
CCOC(=O)/C(C#N)=C\c1ccc(N2CCN(C/C=C/c3ccccc3)CC2)cc1
  -1, -2.0, 0.4, -1, -9, -1.7, 0.5, -0.8, 0, 3.0, -12
CC(C)(C)NC(=O)NC(=O)CN1CCCCC1
  0, -1.3, 1.1, -4, 11, -0.4, 1.5, 0.3, 2, 0.3, -8
COc1ccc(C2(O)CCN(C(=O)c3ccc4c(c3)OCO4)CC2)cc1
  4, -0.9, 1.5, -7, 5, -1.6, 1.6, 0.4, 2, 0.0, -12
CSc1ccc(Cl)c(C(=O)NCC(C)C)c1
  1, 0.0, -0.6, -2, 7, -0.2, 0.2, 0.0, 0, -1.4, 15
CCOc1ccc(C2/C(=C(\O)c3ccc4c(c3)OCCO4)C(=O)C(=O)N2CCN2CCOCC2)cc1OCC (stereo not given)
  3, -0.8, 0.1, -2, 2, -1.3, 0.0, -0.3, 1, 0.8, 2
CCOc1ccc(-c2cnc(N)n2C)cc1
  4, -0.5, 0.1, 1, 3, 3.1, 0.8, 0.8, 1, 1.7, -4
Cn1c(Br)nc2c1c(=O)n(Cc1ccccc1)c(=O)n2C
  -6, -1.0, 2.4, -1, -2, -0.7, 0.9, 0.1, 3, -0.5, -3
CCOC(=O)Cn1c(-c2cccnc2Cl)nc2cc(C)c(C)cc21
  2, -1.4, -1.0, 5, 9, -1.2, 0.1, -1.2, -2, -3.6, 3
Cc1cc(C)n2nc(C(=O)OCC(=O)N(C)C3CCS(=O)(=O)C3)nc2n1 (stereo not given)
  4, -0.9, 0.2, -1, 4, -1.5, -0.1, -1.4, 0, 0.2, -5
COc1ccc(Oc2ccc(/C=N/NC(=O)c3cccnc3)cc2[N+](=O)[O-])cc1
  -6, -1.6, -1.6, 0, -10, -2.3, 4.6*, -0.3, -2, 1.7, 7
Nn1c(SCC(=O)Nc2ccc3c(c2)OCCO3)nncc1=O
  -3, -1.2, 1.2, 0, 0, -1.6, 0.3, -1.0, 6, -5.8, 2
O=c1nc(NCc2ccco2)sc2ncccc12
  2, -1.0, -0.6, -2, 2, -2.3, 0.6, 0.1, 2, 4.6, -3
O=C(CSc1nnc(Cc2cc(=O)[nH]c(=O)[nH]2)n1-c1ccc(Cl)cc1)NCC1CCCO1 (stereo not given)
  1, -0.6, 0.1, -4, -6, -1.4, 1.4, -0.8, 0, 0.6, -8
Nc1nnc(SCC(=O)Nc2ccccc2N2CCOCC2)s1
  3, -1.2, -1.2, -1, 3, -0.9, 0.6, -0.2, 0, -0.8, -1

Further records
Below each compound – NPR2 activator, ssDAF-12 act, FXN GAA850 act, SMARCA2 activ, sPLA2-III inh, hcDAF-12 act, DAX1 inh-1, DAX1 inh-2, NPR1 activator, hgDAF-12 ag, ADAM10 inh
Cc1cc(C)nc(Sc2ccc3nnnn3n2)n1
  -1, -0.8, 2.8, 2, 12, -0.5, 0.0, -0.5, -6, 3.4, 1
CC1(C)CC(=O)C(C(=O)c2ccccc2)C(=O)C1Cl (stereo not given)
  3, -0.8, 0.6, -2, -2, -0.5, 0.0, -0.2, -2, -0.1, 0
CCOC(=O)N1CCN(C(=O)c2cc3cc(Cl)ccc3[nH]2)CC1
  -2, -0.8, 0.8, -2, 3, 3.7, -0.5, -0.3, 0, -1.5, -5
CC(=O)Nc1ccc(S(=O)(=O)N2CCN(Cc3ccccn3)CC2)cc1
  2, -2.0, 1.4, 1, 3, -1.5, 0.0, 0.2, 5, -0.2, 0
O=C(CSc1nc2ncc(Cl)cc2[nH]1)NC1CCS(=O)(=O)C1 (stereo not given)
  -3, -1.1, 1.6, -4, 5, -0.6, 0.9, 0.3, -2, 2.9, -13
Cc1ccc2[nH]c(=O)c(COC(=O)C3CCCCC3)cc2c1
  0, -1.5, 1.4, -1, 5, -1.8, 0.7, -0.4, 1, -2.4, -18
CCOC(=O)C1=C(N)OC2=C(C(=O)CC(C)(C)C2)C1c1ccco1 (stereo not given)
  -1, -1.2, -1.2, 0, 1, -0.6, -0.8, -0.1, 4, -1.2, -7
C/C(=N\O)C1(C)N(O)C(C)(C)C(c2ccco2)=[N+]1[O-] (stereo not given)
  -4, -0.5, 1.2, -2, -1, -1.6, 0.7, 0.4, -1, 2.1, 1
O=C1CCc2cccc(O)c2N1
  6, -1.0, -0.1, -4, 13, -0.3, 4.9*, -0.9, 0, 0.3, -19
CC(=O)Nc1ccc(CN(C)c2c(C)nc3ccc(C(=O)NCCc4ccccn4)cn23)cc1
  -5, -1.2, 2.8, -3, -3, -0.6, ., 2.2, -1, 3.2, -19
CCN1C(=O)[C@H]2[C@@H](c3ccc(-c4ccccc4)cc3)N3CCC[C@@]3(C(=O)OC)[C@H]2C1=O
  -5, -1.4, 1.3, 0, -22, -2.4, 0.4, -0.4, 4, -0.3, 7
COc1cc2c(cc1OC)C(C1C(=O)CC(C)CC1=O)N(C(=O)CCl)CC2 (stereo not given)
  10, -1.2, 0.9, 0, -11, -0.2, 0.7, -1.3, 5, -1.7, i
CC1CCCCC1NC(=O)C1CCC(CNS(=O)(=O)c2ccccc2)CC1 (stereo not given)
  2, -0.1, 1.9, -3, 0, -2.2, 0.0, -0.7, 4, 1.2, -2
Cc1cc(C)c2c(N)c(C(=O)Nc3ccc(F)cc3)sc2n1
  -5, 0.4, 6.0, 1, -6, 8.8*, 2.7, 3.0, -27, 14*, -40
CCOC(=O)N1CCC(NC(=O)c2cccc3c2C(=O)N(CCOC)C3)CC1
  -2, -1.2, -0.3, 2, 8, -1.4, 1.5, 1.8, 1, -1.7, 4
O=C(COc1cccnc1[N+](=O)[O-])N1CCc2ccccc21
  5, 0.2, 5.2, 1, 4, 1.4, 0.2, 0.1, 0, 1.1, -5
O=C1c2ccccc2-n2c1nc1ccccc1c2=O
  -1, -1.1, 2.4, 3, 0, -1.5, 0.2, -3.2, 4, -4.1, -1
Cc1nnc(SCC(=O)NNC(=O)c2ccccc2)n1N
  7, -1.4, -1.6, 0, 9, -0.3, 0.4, 0.0, -2, -1.4, 2
Cn1nnc2cc(C(=O)Nc3cccnc3)ccc21
  -2, -1.2, -1.7, -1, 12, -2.8, 0.0, -0.8, -3, -0.1, 8
O=C(Nc1ccc2ncccc2c1)c1cc(-c2ccc(Cl)cc2)nc2ccccc12
  -1, -1.3, ., -2, 2, 2.2, ., 0.6, 0, 2.4, -2
Cc1c(NC(=O)c2cccc(NC(=O)c3ccco3)c2)cccc1C(=O)O
  11, -1.3, -0.2, -3, 1, -0.6, -0.5, 0.1, 6, 0.3, 6
CCNC(=O)C1CCCN(C(=O)c2cnc3ccccc3n2)CC1 (stereo not given)
  5, -0.5, 0.0, -3, 0, 0.1, ., 0.1, 1, 1.2, 11
CCc1ccc(C(=O)CCC(=O)Nc2cccc(S(=O)(=O)N3CCCCC3)c2)cc1
  -3, -1.4, 1.2, -3, -29, -2.4, -1.3, -3.1, 4, -1.6, 8
CCN(CC)C(=O)C1CC(=O)N(c2ccc(OC)cc2)C1c1ccc(OC)cc1 (stereo not given)
  -6, -0.1, 2.8, -2, -5, -1.0, -0.1, 0.2, -11, 0.6, 3
COc1ccc(N(C)S(=O)(=O)c2ccc3c(c2)NC(=O)CC(=O)N3)c(OC)c1
  1, -1.5, 0.7, 0, -1, 0.2, -0.1, 0.0, -1, 0.7, -1
NC(=O)C1CCN(C(c2ccccc2)c2nnnn2C2CCCC2)CC1 (stereo not given)
  -1, -1.1, 2.1, 1, 3, -1.0, 2.5, -1.0, -6, 2.0, 3
CC1CCCC(NC(=O)CCCn2ncn3c(cc4occc43)c2=O)C1C (stereo not given)
  -5, -1.6, 1.6, -5, -4, -1.1, 0.2, 0.1, -7, 0.3, 3
COC(=O)C1CSc2[nH]c(=O)sc2C1c1ccc(OC)c(OC)c1 (stereo not given)
  0, -1.1, 3.2, 2, 4, -0.5, 0.8, -0.4, -1, -1.9, 3
